M. tuberculosis – growth inhibition of non-replicating M. tuberculosis (AID 488890) | 320,000 compounds, 0.39% hits | one-dose inhibition, % at 25 µM; IC50 in µM for titrated hits | Mycobacterium tuberculosis non-replicating, growth inhibition; higher % means a stronger effect; in the data active means a potency from the dose series; inconclusive means inhibition mostly from about 82% at the one dose, without a potency; inactive means the rest, 99 in 100 with inhibition below about 76%;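 further: plate controls were DMSO cells for no effect and high antibiotic wells for full effect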
VEEV TC-83 Vero – inhibitors of VEEV TC-83 cytopathic effect, confirmation, Vero cells (AID 588727); 350,000 compounds, 0.13% hits; Vero cells, VEEV TC-83 cytopathic effect inhibition; higher % means a stronger effect; one-dose inhibition, % at 20 µM; IC50 in µM for titrated hits; in the data active means a potency from the dose series; inconclusive means inhibition mostly from about 14% at the one dose, without a potency; inactive means the rest, 99 in 100 with inhibition below about 12%; further: strong numbers were not always called active
influenza NS1A – H1N1 influenza NS1A inhibitors, functional cell based assay (AID 504329). one-dose inhibition, % at 12.5 µM; IC50 in µM for titrated hits. 340,000 compounds, 0.3% hits. NS1A functional cell-based assay, percent inhibition; higher % means a stronger effect; in the data active means a potency from the dose series; inconclusive means inhibition above about 27% without an active follow-up result; further: strong numbers were not always called active
PhoP GFP inhibition – PhoP regulon inhibitors, Salmonella typhi PhoP promoter GFP reporter, confirmatory (AID 1850) | one-dose inhibition, % at 50 µM; IC50 in µM for titrated hits | 310,000 compounds, 0.33% hits | Salmonella Typhi PhoP-promoter GFP reporter, fluorescence, 4 h; higher % means a stronger effect; in the data active means a potency from the dose series; inconclusive means inhibition mostly from about 25% at the one dose, without a potency; inactive means the rest, 99 in 100 with inhibition below about 19%;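 further: 0% = induced wells with vehicle and 100% = uninduced wells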
H37Rv inhibition – M. tuberculosis growth inhibition, HTS (AID 449762); M. tuberculosis H37Rv growth inhibition, 7H9 media; higher % means a stronger effect; one-dose inhibition, % at 25 µM; IC50 in µM for titrated hits; 330,000 compounds, 0.59% hits; in the data active means a potency from the dose series; inconclusive means inhibition above about 70% without an active follow-up result;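 further: bacterial growth assessed after seven days of incubation; strong numbers were not always called active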
VEEV TC-83 Vero 10K pilot screen – second read-out of VEEV TC-83 Vero, no call of its own (marks repeat the call); inhibition, %; measured here: 10K pilot screen inhibition
* hit, by the source's call; i = inactive; ? = inconclusive; · = no result given.

SMILES	M. tuberculosis	VEEV TC-83 Vero	influenza NS1A	PhoP GFP inhibition	H37Rv inhibition	others
CCCn1c(N)c(N2CCCCC2)c(=O)n(CC(=O)Nc2ccc(OC(F)(F)F)cc2)c1=O	-4%	1.4%	-12%	-6%	3%
COc1cc(Cl)c(CN2CCC(CCC(=O)NC3CC3)CC2)cc1OC	1%	1.4%	0%	0%	-4%
CC(C)N(C(=O)/C=C/c1cccc([N+](=O)[O-])c1)C(C)C	18%	0.0%	-6%	-2%	-1%
S=C(NCc1ccc(Cl)cc1)NC1CCN(Cc2ccccc2)CC1	18%	i	7%	9%	28%
COc1ccccc1NC(=O)CSc1nnc(COc2ccccc2OC)n1C	10%	2.5%	-7%	1%	6%
Cn1cc(-c2ccccc2C(=O)O)c(=O)c2cc(Cl)ccc21	-7%	0.5%	-17%	1%	4%
O=C(NS(=O)(=O)Nc1ccccn1)c1c[nH]c2ccccc12	-2%	4.4%	4%	2%	7%
NS(=O)(=O)c1ccc(CCNC(=O)c2cccc(S(=O)(=O)N3CCCC3)c2)cc1	17%	2.0%	-6%	·	-4%
CC(=O)C[C@@H](O)CC(=O)[C@H]1OC(=O)CCCCCCCCc2ccccc21	0%	4.8%	-5%	·	5%
Cc1ccc(CN2CCN(Cc3cnc(N4CCOCC4)s3)CC2CCO)cc1 (stereo unspecified)	4%	1.0%	-2%	-5%	-10%
Cc1sc(Nc2ccc([N+](=O)[O-])cc2)nc1-c1c(C)n(C)n(-c2ccccc2)c1=O	25%	6.8%	6%	-11%	10%
CC1=C(C(=O)Nc2ccccc2)C(c2ccncc2)C(C#N)=C(SCC(=O)Nc2ccccc2)N1 (stereo unspecified)	29%	5.8%	-1%	-4%	8%

The last 3 records of the section before open the next one:
SMILES	M. tuberculosis	VEEV TC-83 Vero	influenza NS1A	PhoP GFP inhibition	H37Rv inhibition	others
Cc1ccc(CN2CCN(Cc3cnc(N4CCOCC4)s3)CC2CCO)cc1 (stereo unspecified)	4%	1.0%	-2%	-5%	-10%
Cc1sc(Nc2ccc([N+](=O)[O-])cc2)nc1-c1c(C)n(C)n(-c2ccccc2)c1=O	25%	6.8%	6%	-11%	10%
CC1=C(C(=O)Nc2ccccc2)C(c2ccncc2)C(C#N)=C(SCC(=O)Nc2ccccc2)N1 (stereo unspecified)	29%	5.8%	-1%	-4%	8%
CC(=O)Nc1cccc(/C(C)=N/NC(=O)c2c(-c3ccccc3Cl)noc2C)c1	3%	0.4%	18%	2%	2%
COc1ccc(NC(=O)CCS(=O)(=O)c2ccc3c(c2)oc(=O)n3C)cc1	3%	1.0%	-4%	5%	-1%
O=C(Nc1ccc(N2CCN(C(=O)c3ccccc3F)CC2)cc1)c1ncn[nH]1	0%	0.9%	-2%	-6%	-8%
COC(=O)c1c(O)cc(=O)n2c1CCCCC2	2%	0.7%	-5%	-2%	7%
O=C(NC(=S)Nc1ccc(N2CCOCC2)cc1)c1cccc(Cl)c1	78%	4.4%	19%	5%	-2%
Cc1noc(C)c1S(=O)(=O)Nc1ccccc1Oc1ccccc1	36%	1.5%	-27%	3%	4%
O=C(Cn1c(NCCO)nc2ccccc21)c1cccs1	-3%	1.0%	-1%	20%	-1%
O=C(CSc1nc(C2CC2)nc2sc3c(c12)CCCC3)NCc1ccco1	-8%	i	3%	-16%	-3%
Clc1ccc(-c2nc(Cc3ccccc3)no2)cc1	73%	3.7%	5%	12%	0%
Cc1nc2ccccn2c1C(=O)N/N=C/c1ccc([N+](=O)[O-])cc1	-20%	·	·	3%	-10%
c1ccc(SCCN2CCN(c3ccccc3)CC2)cc1	24%	0.8%	6%	4%	3%
O=C(Nc1cccc2ccccc12)c1ccc([N+](=O)[O-])o1	2.1µM*	34%	-6%	-1%	?
O=S(=O)(NCCc1ccccc1)c1ccc(S(=O)(=O)N2CCCCC2)cc1	3%	0.4%	3%	-15%	3%
Nc1c(C(=O)NCCN2CCOCC2)c2nc3ccccc3nc2n1-c1ccccc1	-4%	6.8%	-19%	1%	-2%
CCOC(=O)C1CCN(c2ncnc3c2c(-c2ccccc2)cn3-c2ccccc2)CC1	5%	8.7%	-6%	8%	?
O=C(Nc1ccc(N2CCN(C(=O)c3ccco3)CC2)cc1)c1cccnc1Cl	0%	0.8%	-9%	-5%	7%	VEEV TC-83 Vero 10K pilot screen=1.9
CN1CCN(C(=O)/C(=C/c2cccnc2)NC(=O)c2cccc(Br)c2)CC1	-13%	4.1%	-2%	-7%	4%
O=C(Oc1ccccc1)c1ccc(-n2cnnn2)cc1	62%	?	-12%	-11%	5%
CCn1c(C)nnc1SCC(=O)NC1CCCC1	2%	2.1%	10%	-2%	-6%
Cc1cc(NC(=O)CCC(=O)N(CCC(C)C)CC(=O)NCC2CCCO2)no1 (stereo unspecified)	9%	2.0%	1%	21%	4%
COc1ccccc1OCC(=O)NCCCn1ccnc1	1%	0.4%	6%	1%	2%
Cc1ccc2c(c1C)OC(=O)CC2(C)C	1%	1.7%	4%	-9%	-2%
COc1ccc2nc(N3CCCC(C(=O)NCCCN4CCN(C)CC4)C3)sc2c1 (stereo unspecified)	25%	1.7%	-2%	7%	46%
Cc1cccc(Oc2ncccc2[N+](=O)[O-])c1C	·	1.1%	-24%	·	·
N#Cc1c(Cn2cncn2)nc(=O)n(-c2ccccc2)c1N	4%	0.3%	-4%	-1%	0%
CC(=O)Nc1ccc(NC(=O)C(C)OC(=O)C(C)SCC(=O)Nc2ccc(C)cc2)cc1 (stereo unspecified)	4%	3.0%	-11%	0%	9%
CC(/C=N/NC(=O)c1ccc(CN2c3cccc4cccc(c34)S2(=O)=O)cc1)c1ccccc1 (stereo unspecified)	-6%	1.2%	-2%	-3%	5%
CCCc1cc(=O)[nH]c(SCC(=O)Nc2cc3c(cc2C(C)=O)OCO3)n1	49%	2.2%	-16%	-9%	?
O=C(CSc1nnc(SCc2ccccc2)s1)NNC(=S)Nc1ccccc1	79%	1.2%	-5%	-4%	4%
COc1cc(C(=O)N/C(=C\c2cn(C)c3ccccc23)C(=O)NCCCn2ccnc2)cc(OC)c1OC	7%	2.0%	-9%	-5%	4%
CCCCCNC(=O)C(C#N)c1nc2ccccc2nc1N1CCCC1 (stereo unspecified)	-8%	0.2%	-3%	-31%	-3%
CN1CCN(c2ccc(CNS(=O)(=O)c3ccc(F)cc3Cl)cc2)CC1	2%	1.2%	-10%	-4%	4%
Cc1cc(C(=O)N2CCN(C(=O)c3ccco3)CC2)ccc1[N+](=O)[O-]	-7%	1.9%	-9%	3%	-4%
Cc1nn(CC(=O)NCCc2ccc(Cl)cc2)c(C)c1[N+](=O)[O-]	4%	i	-3%	-2%	-2%
NC1=NC[C@H](c2ccccc2)N1CCc1cccc(F)c1	25%	i	9%	13%	-6%
CCn1c2ccccc2c2cc(/C=N/NC(=O)c3ccccc3)ccc21	0%	9.8%	6%	-14%	6%
NC(CO)c1cn([C@@H](CCC(=O)O)C(=O)N2CCNCC2)nn1 (stereo partly specified)	-8%	0.3%	-6%	-3%	6%
CCCNC(=O)c1cc(S(=O)(=O)N2CCCCC2)c[nH]1	7%	0.7%	26%	·	2%
COc1ccc(-n2c(C)nc3cc(C(=O)O)ccc32)cc1	-30%	0.9%	-4%	8%	-6%
COCCCN(CC(=O)Nc1ccc(F)cc1)S(=O)(=O)c1cccs1	·	3.8%	0%	·	-10%
COc1cc(/C=C2/SC(=O)N(Cc3ccccc3Cl)C2=O)ccc1OCc1ccncc1	-15%	0.6%	-12%	-6%	2%
COCC(=O)N(c1ccccc1)C(C)C(=O)OC (stereo unspecified)	-4%	0.0%	10%	-9%	3%
Cc1ccc(-n2ncc3c(NCCCOC(C)C)ncnc32)c(C)c1	5%	8.4%	-8%	6%	6%
O=S(=O)(NCc1ccco1)c1ccccc1Br	-3%	0.8%	-24%	-4%	8%
CC(=O)Nc1ccc2nc(C3CCCCC3)[nH]c2c1	3%	2.5%	0%	-9%	-8%
CCOc1ccc(NC(=O)CN(C)C(=O)C2CCCO2)cc1OCC (stereo unspecified)	·	0.2%	-4%	·	·
Cc1cccc2sc(NNC(=O)c3ccc(S(=O)(=O)N4CCCC(C)C4)cc3)nc12 (stereo unspecified)	-8%	?	>100µM*	-3%	5%
O=C(CCN1CCCCC1c1cccnc1)NCc1ccccc1 (stereo unspecified)	6%	0.1%	3%	6%	8%

Reprinted at random: 3 records from the list
SMILES	M. tuberculosis	VEEV TC-83 Vero	influenza NS1A	PhoP GFP inhibition	H37Rv inhibition	others
COc1cc(/C=C2/SC(=O)N(Cc3ccccc3Cl)C2=O)ccc1OCc1ccncc1	-15%	0.6%	-12%	-6%	2%
NC(CO)c1cn([C@@H](CCC(=O)O)C(=O)N2CCNCC2)nn1 (stereo partly specified)	-8%	0.3%	-6%	-3%	6%
COc1ccc(-n2c(C)nc3cc(C(=O)O)ccc32)cc1	-30%	0.9%	-4%	8%	-6%

Additional records follow:
SMILES	M. tuberculosis	VEEV TC-83 Vero	influenza NS1A	PhoP GFP inhibition	H37Rv inhibition	others
COc1ccc(CCNC(=O)c2c(O)c3ccccc3n(C)c2=O)cc1	13%	3.0%	-2%	-6%	-1%
C#CCNC(=O)C1=C[C@H](c2csc3ccccc23)[C@@H](CCCO)[C@H](OCC)O1	4%	8.6%	-9%	-9%	2%
CCN(CC)C(=O)COc1ccc(/C(C)=N/NC(=O)c2ccccc2Br)cc1	-17%	0.7%	-10%	-13%	-5%
O=C(NN1CC(C(=O)OCc2ccc(Br)cc2)CC1=O)c1ccccc1 (stereo unspecified)	19%	i	-11%	-7%	-5%
c1ccc(NCCSc2nc3ccccc3s2)cc1	·	3.2%	-5%	·	·
CCOc1ccccc1N(CC)C(=O)Cn1ncc2c(=O)oc3ccccc3c21	10%	1.3%	2%	2%	-7%	VEEV TC-83 Vero 10K pilot screen=1.4
Cc1ccc(OCC(=O)N2CCN(Cc3ccc4c(c3)OCO4)CC2)cc1	5%	1.5%	2%	-14%	-6%	VEEV TC-83 Vero 10K pilot screen=1.1
Cc1cc2occ(CC(=O)NC3=NCCS3)c2cc1C(C)C	54%	1.5%	-16%	-8%	1%
CCC(C(=O)NC(C)(C)C)N(C(=O)Cn1nnc(-c2ccccc2F)n1)c1cccc2c1CCCC2 (stereo unspecified)	13%	1.7%	1%	22%	0%
O=C(Nc1ccc(S(=O)(=O)N2CCCCC2c2cccnc2)cc1)c1c(F)cccc1F (stereo unspecified)	7%	i	7%	-3%	-2%
CCCN1C2CCCC1CC(NC(=O)NC13CC4CC(CC(C4)C1)C3)C2 (stereo unspecified)	11%	0.1%	1%	12%	7%
Cc1cc(NC(=O)CN2CCN(c3ccc(O)cc3)CC2)no1	35%	i	2%	5%	1%
COc1ccccc1N1CCN(C(=O)c2sc3nc(C)nc(N4CCN(c5ccccn5)CC4)c3c2C)CC1	62%	9.8%	18%	11%	?
Cc1nc2ccc(NC(=O)[C@H](C)N3C(=O)C4CC=CCC4C3=O)cc2s1 (stereo partly specified)	-7%	1.5%	-7%	·	-1%
Cc1c(OC(C)C(=O)N2C[C@H]3C[C@@H](C2)c2cccc(=O)n2C3)ccc2c3c(c(=O)oc12)CCC3 (stereo partly specified)	10%	4.4%	-7%	-3%	-6%
CN(C)C(CNC(=O)c1ccccc1OCc1ccc(Cl)cc1)c1ccco1 (stereo unspecified)	17%	1.7%	3%	-3%	37%
Cn1c(Oc2ccc(F)cc2)c(C=O)c2ccccc21	29%	4.7%	6%	8%	-4%
CC(=O)c1sc2c(c1OC(=O)c1ccc(Cl)cc1)c(=O)n(-c1ccccc1)c(=S)n2-c1ccccc1	·	i	-22%	·	·
CCCCN(C)C(=S)Nc1ccc(Oc2ccccc2)cc1	79%	i	-11%	-7%	0%
COc1ccc(-c2[nH]ncc2CNC(C)CCn2cccn2)cc1F (stereo unspecified)	8%	0.3%	1%	6%	1%
CCS(=O)(=O)Nc1cccc(C2=NN(C(=O)c3ccco3)C(c3ccco3)C2)c1 (stereo unspecified)	3%	8.8%	6%	5%	0%
CC(C)[C@@H](COc1ccccc1)N1CCN(Cc2ccccc2)CCC1=O	-3%	0.3%	2%	1%	-6%
CCN=C1SC(C(=O)NCCc2ccccc2)CC(=O)N1CC (stereo unspecified)	?	2.3%	0%	3%	-2%
Nc1nnc(CC(=O)N/N=C/c2ccc(-c3cccc(C(=O)O)c3)o2)s1	-7%	0.4%	-1%	-17%	8%
C/C(=N\NC(N)=S)C1=CCC2C3CC[C@H]4CC(O)CC[C@]4(C)C3CC[C@]12C (stereo partly specified)	?	i	7%	-7%	0%
Cc1ccc(NC(=O)c2c([N+](=O)[O-])c(C(C)(C)C)nn2C)c(C)c1	35%	0.3%	-3%	-6%	-4%
Cc1nnc2sc(SCc3ccccc3)nn2c1=O	-2%	·	·	-14%	0%
